Rac1 mut GTP: human Rac1 activated mutant GTP binding change. P63000. percent activity (GTP binding), % at 10 µM. GST-Rac1 activated beads, fluorescent GTP binding, flow cytometry; actives lie on both sides; 100% means binding = to untreated wells. 190,000 tested, 0.11% active;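 active means GTP binding at least 20 percentage points away from the 100% baseline, in either direction, so actives lie on both sides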
Pf gamet viab: inhibitors of late stage P. falciparum gametocyte viability; P. falciparum stage V gametocytes, ATP luminescence, 24 h; 150,000 tested, 0.065% active; AID 743093; inhibition, % at 10.9 µM;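 active means inhibition above the mean plus 3 SD of compounds within the control limits, set per campaign, cut at about 38% in these data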;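 further: 0% = DMSO wells and 100% = medium only without gametocytes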
ABCB1 block: inhibitors of human ABCB1 transporter, ABCG2 counter-screen; 190,000 tested, 0.067% active; CCRF-Adr cells, JC-1 efflux, flow cytometry; AID 1326; inhibition, % at 6.6 µM; P08183; in the data active means inhibition above about 40%;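 further: 0% = vehicle and 100% = reference inhibitor; higher value means more JC-1 retained so stronger ABCB1 efflux block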
Rab2 wt GTP: changes GTP binding to wildtype dog Rab2A, up or down; P61105; GST-Rab2 wt beads, Bodipy-GTP binding, flow cytometry; GTP binding activity, % at 10 µM; 190,000 tested, 0.19% active; AID 760;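 active means GTP binding activity at least 20 points away from 100%, either lowered or raised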;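 further: 0% = beads with excess unlabeled GTP and 100% = no-compound control corrected for plate trend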
Cdc42 wt GTP: human Cdc42 wildtype GTP binding change, either direction; GST-Cdc42 beads, Bodipy-GTP binding, flow cytometry; actives lie on both sides; percent activity (GTP binding), % at 10 µM; 190,000 tested, 0.2% active; AID 761;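 active means percent activity GTP binding at least 20 points away from the 100% baseline, either down as inhibitor or up as activator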;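 further: median bead fluorescence of bound Bodipy-FL-GTP at 100 nM; 0% = excess unlabeled GTP control and 100% = no compound control; below 100% means less GTP binding so inhibitor and above means activator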
Target sequence (P60953 whole entry, looked up): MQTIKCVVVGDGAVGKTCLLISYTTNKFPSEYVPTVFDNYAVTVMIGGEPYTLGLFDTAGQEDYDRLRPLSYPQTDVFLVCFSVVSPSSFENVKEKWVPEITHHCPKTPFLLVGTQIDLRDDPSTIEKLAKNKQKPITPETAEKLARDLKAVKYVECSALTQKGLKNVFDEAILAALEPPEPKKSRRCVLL
Avidin fluor: compound fluoresces at 488/530 nm on avidin beads | fluorescence (KMESF) at 10 µM | AID 1775 | compound fluorescence 488/530 nm, flow cytometry; hits give high values | 220,000 tested, 0.38% active; in the data active means fluorescence above about 47; further: inactives centre near 10
Rac1 wt GTP bind: alters GTP binding to wildtype human Rac1. GST-Rac1 beads, fluorescent GTP binding, flow cytometry; actives lie on both sides; 0 = cold GTP competed, 100 = untreated. AID 757. 190,000 tested, 0.27% active. GTP binding activity (% of control), % at 10 µM;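 active means GTP binding activity at least 20 points away from the 100% control level, either lower or higher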
Rab7 wt GTP bind: alters GTP binding to wildtype dog Rab7. GTP binding activity (percent of control), % at 10 µM. 190,000 tested, 0.055% active. AID 758. GST-Rab7 beads, fluorescent GTP binding, flow cytometry; actives lie on both sides; untreated = 100%, excess cold GTP = 0%;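 active means fluorescent GTP binding to Rab7 beads changed by at least 20 points from the 100% baseline, either direction, mostly lower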;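 further: median green fluorescence of bound Bodipy-FL-GTP per Rab7 bead population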
HRas wt GTP bind: changes GTP binding to wildtype human HRas; GST-Ras wt beads, Bodipy-FL-GTP binding, flow cytometry; actives lie on both sides; GTP binding activity, % at 10 µM; 190,000 tested, 0.14% active; AID 759;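 active means GTP binding activity at least 20% away from the 100% baseline, either lowered as inhibitor or raised as activator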;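 further: 0% = unlabeled GTP competition control and 100% = no-compound control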
Target sequence (P01112 whole entry, looked up): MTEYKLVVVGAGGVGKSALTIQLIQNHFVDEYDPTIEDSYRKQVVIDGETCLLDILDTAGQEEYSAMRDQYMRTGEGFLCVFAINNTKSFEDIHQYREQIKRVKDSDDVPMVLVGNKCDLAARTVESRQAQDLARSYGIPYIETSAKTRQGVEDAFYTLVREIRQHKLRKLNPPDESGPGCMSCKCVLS
GSH fluor: compound fluoresces at 488/530 nm on GSH beads | 190,000 tested, 0.25% active | GSH beads flow cytometry, compound fluorescence 488/530 nm; hits give high values | fluorescence (KMESF) at 10 µM | AID 1776; in the data active means fluorescence above about 89;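 further: glutathione beads carrying GST-tagged Bcl family fusion proteins plus one bare bead set; values are compound well signal with DMSO vehicle wells as background; inactives centre near 16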
ABCG2 block: inhibitors of human ABCG2 transporter, ABCB1 counter-screen; Q9UNQ0; IgMXP3 cells, JC-1 efflux, flow cytometry; inhibition, % at 6.6 µM; 190,000 tested, 0.1% active; AID 1325;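 active means inhibition above 80%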;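 further: 0% = DMSO and 100% = nicardipine control wells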
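Incubation: cells with compound and JC-1, 10 min at 25 °C, rotating, no wash / Test system: IgMXP3 (ABCG2) plus far-red-tagged CCRF-Adr (ABCB1) cells / Compound dosing: one concentration, 6.6 µM final / Also added: JC-1 fluorescent substrate / Evaluation: efflux inhibition in percent versus controls / Detection: flow cytometry, 530 nm JC-1 signal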
* marks the source's active call; other numbers are inactive results; / = no result given. Compounds were not picked by outcome (roughly 1.1% active in at least one column).

SMILES	Rac1 mut GTP	Pf gamet viab	ABCB1 block	Rab2 wt GTP	Cdc42 wt GTP	Avidin fluor	Rac1 wt GTP bind	Rab7 wt GTP bind	HRas wt GTP bind	GSH fluor	ABCG2 block
O=C(CSc1ccccn1)Nc1cccc2ccccc12	95	-5	1.9	100	99	8	100	108	98	16	15
CCC(=O)N1c2ccc(S(=O)(=O)CCC(=O)N3CCN(c4ccccc4)CC3)cc2CC1C (stereo not drawn)	101	-7	1.3	101	103	9	106	99	99	13	4
COc1cc2c(cc1OC)-c1c(OC)c(OC)cc3ccnc(c13)C2=O	95	17	1.5	91	88	9	92	94	90	13	23
O=C(NC(=S)N1CCN(c2ccccn2)CC1)c1ccccc1	101	/	2.6	97	103	4	110	99	102	19	1
CCCc1cc(=O)[nH]c(SCC(=O)N2CCN(c3ccccc3)CC2)n1	98	10	0.4	100	102	39	101	98	100	12	3
Cc1ccc(S(=O)(=O)NCCc2ccc(S(N)(=O)=O)cc2)cc1	103	4	-0.5	102	105	6	111	101	105	60	0
Cc1ccc(NC(=O)C(=O)NCC2CCN(C(=O)c3cccc([N+](=O)[O-])c3)CC2)cc1	96	-2	1.6	97	97	11	95	96	96	23	6
CCN1CCN(S(=O)(=O)Cc2ccccc2)CC1	93	/	0.5	97	100	5	96	97	97	31	0
COCCN1Cc2cccc(C(=O)NC(C)c3cccs3)c2C1=O (stereo not drawn)	98	/	0.9	98	91	27	99	100	97	24	12
Cn1ccnc1SCC(=O)Nc1ccccc1	99	16	0.6	102	102	5	105	103	104	18	8
Cc1cc(NC(=O)CN2C(=O)CCSc3ccccc32)no1	95	-16	2.7	101	98	8	101	106	101	19	3
O=C(O)CSCC(=O)Nc1ccc(C(F)(F)F)cc1	93	-16	-0.4	101	95	9	103	107	103	15	-2

Three entries drawn at random from those above, as already listed:
SMILES	Rac1 mut GTP	Pf gamet viab	ABCB1 block	Rab2 wt GTP	Cdc42 wt GTP	Avidin fluor	Rac1 wt GTP bind	Rab7 wt GTP bind	HRas wt GTP bind	GSH fluor	ABCG2 block
O=C(NC(=S)N1CCN(c2ccccn2)CC1)c1ccccc1	101	/	2.6	97	103	4	110	99	102	19	1
Cc1ccc(S(=O)(=O)NCCc2ccc(S(N)(=O)=O)cc2)cc1	103	4	-0.5	102	105	6	111	101	105	60	0
CCC(=O)N1c2ccc(S(=O)(=O)CCC(=O)N3CCN(c4ccccc4)CC3)cc2CC1C (stereo not drawn)	101	-7	1.3	101	103	9	106	99	99	13	4

Further entries:
SMILES	Rac1 mut GTP	Pf gamet viab	ABCB1 block	Rab2 wt GTP	Cdc42 wt GTP	Avidin fluor	Rac1 wt GTP bind	Rab7 wt GTP bind	HRas wt GTP bind	GSH fluor	ABCG2 block
CN(C)C(=O)N1CCCC(C(=O)NCc2ccc(F)cc2Cl)C1 (stereo not drawn)	97	/	0.7	97	100	7	98	96	98	12	3
O=C(Nc1cccc(C(F)(F)F)c1)n1cc(-c2ccccn2)c(N2CCOCC2)n1	98	-7	0.6	101	101	26	100	105	98	10	7
O=C(Cn1cnc2ccccc2c1=O)NC1CCCc2ccccc21 (stereo not drawn)	101	2	0.6	100	97	7	100	103	99	29	1
O=C(CCc1ccccc1)Nc1ccccc1C(=O)N1CCOCC1	96	-7	0.9	100	98	7	100	105	100	12	1
CCNc1nc(NC(C)C)nc(Nn2cnnc2)n1	99	10	0.6	99	100	13	100	98	98	35	16
CC(C)CC(=O)Nc1ccc(Nc2ccccc2)cc1	100	/	-0.6	102	103	6	105	98	101	16	-2
NC(=S)NC1CCS(=O)(=O)C1 (stereo not drawn)	94	-7	-0.4	95	97	10	98	94	96	12	-1
Cc1c(-c2ccncc2)oc2ccc(Br)cc2c1=O	92	/	0.9	88	91	9	83	100	88	13	12
CCN(CC)c1ccc(NC(=O)CSc2ccsc2[N+](=O)[O-])c(C)c1	97	15	0.0	96	102	9	104	100	98	3	-2
CC(C)c1nc(CN2CCCCC2)cc(=O)[nH]1	102	7	-0.3	102	101	8	103	107	101	14	2
O=c1c2c3c(sc2nc2n1N=C(c1cccs1)CS2)CCCC3	99	/	-1.0	100	100	10	101	102	100	30	-7

Ordered by value in Avidin fluor (high to low): 4 of the compounds above
SMILES	Avidin fluor
CCNc1nc(NC(C)C)nc(Nn2cnnc2)n1	13
NC(=S)NC1CCS(=O)(=O)C1 (stereo not drawn)	10
Cc1c(-c2ccncc2)oc2ccc(Br)cc2c1=O	9
O=C(CCc1ccccc1)Nc1ccccc1C(=O)N1CCOCC1	7

High-throughput results (PubChem)
